Bioassay records as filed in PubChem BioAssay.
Epigenetic reg: regulators of epigenetic silencing causing reporter derepression in mouse cells; murine LDR cells, GFP reporter derepression, 30 h; Potency, µM (series often up to 53.9 µM), for the others: at the top dose GFP activation, most hits filed as activators; 280,000 tested, 0.2% active; AID 1865; note: potency is the fitted concentration of half-maximal effect; % of control where 0% means no effect; nearly all actives have a fitted effect of over 60% in size
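Murine LDR cells bearing a silenced CMV-driven GFP reporter were exposed to compound for 30 h at 37 C. After PBS washes, GFP-positive cells (20-120 um objects) counted by laser-scanning microplate cytometry.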
Luc counter: blocks Kinase-Glo luciferase, a counter-screen artifact. Q27757. Potency, µM (top dose mostly 38.3 µM), for the others: at the highest dose activity change, negative = inhibition, actives largely listed as inhibitors. AID 1379. Kinase-Glo luciferase, ATP luminescence, 8 min. 200,000 tested, 0.28% active; note: potency is the fitted concentration of half-maximal effect; % is set by controls: 0 for no effect and ±100 for the full control effect; nearly all actives have a fitted effect of over 60% in size
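Compound is pinned into ATP-containing buffer (10 uM ATP, imidazole pH 7.2, 7 mM MgCl2). Kinase-Glo luciferase reagent is then added. Light output is recorded following an 8-min room-temperature incubation.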
IMPase Li inh: membrane-permeable IMPase blocker, potentiated with lithium; 210,000 tested, 0.35% active; Potency, µM (doses to about 59.4 µM), for inactives: top-dose activity, negative = IMPase inhibition, actives largely listed as inhibitors; AID 1457; CHO-M1 cells, IP1 TR-FRET (IP-One), carbachol + lithium;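 note: IP1 builds up when IMPase is blocked and the TR-FRET signal falls; potency is the fitted concentration of half-maximal effect; plate controls were basal vehicle for no effect and high inhibitor control for full effect; nearly all actives have a fitted effect of over 50% in size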
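Test compounds were applied to CHO-M1 cells previously cultured for 16–30 h at 2000 per well. A small lithium amount accompanied them; after 30 min at 37C, IP1 was quantified by TR-FRET.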
NPSR antagonist: antagonists of human neuropeptide S receptor cAMP signaling | CHO-NPSR cells, cAMP TR-FRET, antagonist mode | Potency, µM (titrated, usually from 38.3 µM), for inactives: at the highest dose activity change, negative = inhibition, actives largely listed as inhibitors | 220,000 tested, 1% active | AID 1461; note: potency is the fitted concentration of half-maximal effect; % is set by controls: 0 for no effect and ±100 for the full control effect; nearly all actives have a fitted effect of over 50% in size; many of its hits are not listed in these tables
Target sequence (Q6W5P4 whole entry, looked up): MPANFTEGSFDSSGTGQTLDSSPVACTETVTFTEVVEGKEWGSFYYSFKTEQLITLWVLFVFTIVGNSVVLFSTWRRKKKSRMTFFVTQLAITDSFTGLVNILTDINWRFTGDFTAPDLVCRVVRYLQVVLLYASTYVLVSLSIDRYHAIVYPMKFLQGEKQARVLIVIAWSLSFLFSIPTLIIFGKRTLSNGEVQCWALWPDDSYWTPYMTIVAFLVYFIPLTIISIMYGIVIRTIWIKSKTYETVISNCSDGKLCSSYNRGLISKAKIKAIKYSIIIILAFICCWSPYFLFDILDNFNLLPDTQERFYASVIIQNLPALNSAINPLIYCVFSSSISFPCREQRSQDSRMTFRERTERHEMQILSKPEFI
CBFb RUNX1 block: blocks binding between human CBF-beta and RUNX1; Potency, µM (series often up to 59.8 µM), inactives show top-dose activity, negative = inhibition, most hits filed as inhibitors; 230,000 tested, under 10 active; AlphaScreen CBFb-His/RUNX1-biotin binding, biochemical; note: % of control where 0% means no effect
Target sequence (Q01196 whole entry, looked up): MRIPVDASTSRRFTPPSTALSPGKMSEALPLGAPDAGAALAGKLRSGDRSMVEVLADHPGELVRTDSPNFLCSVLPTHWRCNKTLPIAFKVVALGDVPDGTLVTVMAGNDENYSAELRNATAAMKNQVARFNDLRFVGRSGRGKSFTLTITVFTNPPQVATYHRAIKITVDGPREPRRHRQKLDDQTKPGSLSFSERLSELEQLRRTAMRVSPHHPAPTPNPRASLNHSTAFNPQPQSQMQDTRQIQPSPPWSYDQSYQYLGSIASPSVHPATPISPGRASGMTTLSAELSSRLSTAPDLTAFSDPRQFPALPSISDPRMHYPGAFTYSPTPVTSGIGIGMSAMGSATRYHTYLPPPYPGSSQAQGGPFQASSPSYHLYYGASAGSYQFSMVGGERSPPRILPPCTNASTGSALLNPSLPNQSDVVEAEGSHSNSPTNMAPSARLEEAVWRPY
Target sequence (Q13951 whole entry, looked up): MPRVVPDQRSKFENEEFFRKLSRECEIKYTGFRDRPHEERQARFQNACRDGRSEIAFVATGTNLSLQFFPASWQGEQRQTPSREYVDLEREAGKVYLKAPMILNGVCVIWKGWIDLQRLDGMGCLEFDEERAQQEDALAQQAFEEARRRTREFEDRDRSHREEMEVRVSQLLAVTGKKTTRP
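Bead-based AlphaScreen assay; binding partners His-tagged CBF-beta and biotinylated RUNX1 at 30 nM each. Compound exposure 15 min after a 20-min protein preincubation; bead step 90 min; all steps at room temperature.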
HttQ103 aggreg: inhibitors of mutant huntingtin aggregate formation in PC12 cells | PC12 HttQ103-GFP aggregates, Acumen cytometry, 40 h | 220,000 tested, 1.1% active | Potency, µM (doses to about 46.1 µM), without a hit: at the top dose activity change, negative = inhibition, most hits filed as inhibitors; note: potency is the fitted concentration of half-maximal effect; % is set by controls: 0 for no effect and ±100 for the full control effect; nearly all actives have a fitted effect of over 60% in size
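PC12 cells with ecdysone-inducible HTT exon1 Q103-GFP, induced by 100 nM tebufenozide, given compounds in a concentration series. GFP aggregates (1–25 um, 6 SD above background) counted in lysates by laser-scanning cytometry, 488 nm excitation.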
LMNA splice mod: LMNA splicing modulation; HeLa LMNA splicing GFP/RFP minigene ratio, 48 h; Potency, µM (top dose mostly 46.1 µM), for inactives: top-dose ratio change, negative = inhibition, most hits filed as inhibitors; 200,000 tested, 0.01% active; AID 1487; active = well fitted inhibition curve with a large enough effect in the signal ratio, with a control signal flat, not every such curve was filed as active; inconclusive = small, poorly fitted or top-dose-only effect, or effect the other way, or a change in a side signal; the % refers to the signal ratio; note: potency is the fitted concentration of half-maximal effect; % is set by controls: 0 for no effect and ±100 for the full control effect
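S3 HeLa cells stably expressing lamin A-EGFP splicing minigene plus DsRed2, 600 cells/well, 48 h compound exposure at 37C. Laser-scanning cytometry; analysed as GFP (500-530 nm)/RFP (575-640 nm) total intensity ratio; 0.5% DMSO vehicle.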
An asterisk follows results filed as active; u = inconclusive; x = no result given; & = joins results of further samples; [ ] = another dose, or the depositor's remark. Unless noted, calls come from the whole dose curve; as a rule, active = well fitted curve in the direction sought with a large enough effect; inconclusive = small, poorly fitted or top-dose-only effect, or another doubt; inactive = no such curve, though single readings can be large; an effect the other way counts as inactive or inconclusive.

SMILES | Epigenetic reg | Luc counter | IMPase Li inh | NPSR antagonist | CBFb RUNX1 block | HttQ103 aggreg | LMNA splice mod
CCOC(=O)N1CCN(CC(=O)c2ccc3c(c2)CCN3C(C)=O)CC1 | -1.0% | 17% | 2%[38.3 µM] | 2%[46.1 µM] | 1% | 0% | 3%
S=c1[nH]nc(-c2ccco2)n1/N=C/c1ccc(Cl)cc1Cl | 0.8% | 2% | -6%[38.3 µM] | -20%[46.1 µM] | -14% | -24% | -8%
CN(C)S(=O)(=O)c1ccc(Cl)c(NC(=O)COc2ccccc2[N+](=O)[O-])c1 | -1.1% | -3% | -13% | 13% | -1% | -8% | -9%
CN1CCN(S(=O)(=O)c2ccc(NC(=O)C3CCCO3)cc2)CC1 (configuration not stated) | -1.1% | 2% | -1%[38.3 µM] | -7%[46.1 µM] | -16% | -13% | -2%
Cc1ccc(S(=O)(=O)Nc2ccc(C(=O)Nc3ccncc3)cc2)cc1 | 3.4% | 16% | -1% | 1% | 5% | -3% | u
O=C(/C=C/Nc1ccc(F)c(Cl)c1)c1ccco1 | 0.0% | -9% | 15%[38.3 µM] | 13%[46.1 µM] | 16% | -1% | 19%
CCC1CCC(NC2CCCCNC2=O)CC1 (configuration not stated) | -1.0% | 5% | 27%[38.3 µM] | 0%[46.1 µM] | 1% | u | -3%
O=C1NCCCC1C(=O)Nc1cccc(C(F)(F)F)c1 (configuration not stated) | -1.1% | -11% | -5%[38.3 µM] | 2%[46.1 µM] | 1% | -4% | -2%
Cc1csc2nc(CNS(=O)(=O)N(C)C)cn12 | -4.1% | -1% | -3%[38.3 µM] | 0%[46.1 µM] | -5% | 1% | -2%
Cc1cc(C(=O)NNC2CC(=O)N(c3ccc4ccccc4c3)C2=O)c(C)o1 (configuration not stated) | 4.4% | 2% | 0% | -2% | 7% | -6% | x
O=C(NCCc1ccccc1)C1c2ccccc2C(=O)N1C1CC1 (configuration not stated) | -0.2% | 5% | -3%[38.3 µM] | -23%[46.1 µM] | 3% | 9% | 0%
O=C(Cn1c(NCCCO)nc2ccccc21)c1ccc(Br)cc1 | 12% | 11% | -6%[38.3 µM] | -22%[46.1 µM] | -2% | 6% | -15%

Rewritten as comma-separated lines: part of the list above.
molecule,Epigenetic reg,Luc counter,IMPase Li inh,NPSR antagonist,CBFb RUNX1 block,HttQ103 aggreg,LMNA splice mod
O=C(/C=C/Nc1ccc(F)c(Cl)c1)c1ccco1,0.0%,-9%,15%[38.3 µM],13%[46.1 µM],16%,-1%,19%
CCC1CCC(NC2CCCCNC2=O)CC1 (configuration not stated),-1.0%,5%,27%[38.3 µM],0%[46.1 µM],1%,u,-3%
O=C1NCCCC1C(=O)Nc1cccc(C(F)(F)F)c1 (configuration not stated),-1.1%,-11%,-5%[38.3 µM],2%[46.1 µM],1%,-4%,-2%

Continuation.
SMILES | Epigenetic reg | Luc counter | IMPase Li inh | NPSR antagonist | CBFb RUNX1 block | HttQ103 aggreg | LMNA splice mod
CCC(=O)N1c2ccc(S(=O)(=O)CCC(=O)Nc3nccs3)cc2CC1C (configuration not stated) | -0.9% | 2% | 7%[38.3 µM] | 2%[46.1 µM] | 1% | -2% | u
CCOC(=O)c1ccc(NC(=O)c2c(O)c3ccccc3n(C)c2=O)cc1 | -0.1% | -1% | 9%[38.3 µM] | -3%[46.1 µM] | 10% | -8% | 11%
Cc1nn(-c2ccccc2)c(N)c1C(c1ccc(C(C)C)cc1)c1c(C)nn(-c2ccccc2)c1N | -0.1% | 3% | 16% | u | u | -10% | u
Cc1ccc(Nc2nc(N)c([N+](=O)[O-])c(NCc3ccco3)n2)cc1C | -3.0% | -3% | 14% | -59% | -25% | -24% | u
Cc1ccccc1NC(=O)CNc1ccccc1C(=O)NCc1ccco1 | 0.5% | 2% | 21%[38.3 µM] | -12%[46.1 µM] | -2% | 9%[9.22 µM] | -9%
Cc1cc(N2CCCCC2C)nc(-c2ccccc2O)n1 (configuration not stated) | -4.7% | x | x | -34% | 10% | -11%[9.22 µM] | x
O=C1/C(=C\c2cccnc2)SC(=S)N1c1ccc(F)cc1 | -0.8% | 2% | 9% | -8% | -2% | 16% | -12%[46 µM]
CCC(=O)n1nc(NCc2ccccc2OC)nc1NCc1ccccc1OC | -1.1% | 4% | 38%[activator][38.3 µM] | u | 11% | -20% | u
O=C(CC1(O)C(=O)c2ccccc2C1=O)c1ccccc1 | 0.0% | 0% | -1% | 4% | -14% | 9% | -1%
COc1c2c(c(C)c3c1C(=O)OC3)O[C@@]1(C)CC[C@@]3(O)C(C)(C)OC(=O)CC[C@]3(C)[C@H]1C2 | 1.1% | x | x | 9% | 3% | -9%[9.22 µM] | x
O=C(N1CCN(c2ccccc2)CC1)C1(c2cccs2)CCOCC1 | 0.0% | -1% | -3% | 7% | 3% | 9% | -9%
O=C1CC(Sc2ccc(Cl)cc2)C(=O)N1Cc1ccncc1 (configuration not stated) | -2.9% | x | x | 5% | 5% | -21%[9.22 µM] | x
CCCc1cc(=O)[nH]c(SCC(=O)N2CCN(c3ccccc3)CC2)n1 | 0.0%&-1.9% | -4% | -1%[38.3 µM] | -9%[46.1 µM] | 19% | 7% | 19%
CCOCCCNC(=O)c1ccccc1OC1CCN(S(C)(=O)=O)CC1 | 0.3% | -1% | 4% | -5% | 2% | 19%[9.22 µM] | u
O=C(O)c1ccc2c(c1)C(=O)N(c1cccc(-c3nc4ccccc4s3)c1)C2=O | -1.0% | 0% | 0% | 2% | 2% | -10%[9.22 µM] | 1%[46 µM]
COc1ccc(/C=C/C(=O)NC(=S)NNC(=O)c2ccco2)cc1OC | -0.7% | x | x | -12% | 6% | 22%[9.22 µM] | x
O=C(CCN1C(=O)c2ccccc2C1=O)C1=NN[C@@H]2C(=O)N(c3ccc4c(c3)OCCO4)C(=O)[C@H]12 | 0.0% | x | x | 3% | 4% | 18%[9.22 µM] | x
Cc1nc2c(C(=O)NCc3cccs3)cnn2c(C)c1Cc1ccc(F)cc1 | -0.9% | -3% | 15% | u | 15% | 8% | u
O=C(c1ccc2c(c1)OCO2)n1nnc2ccccc21 | -0.9% | -18% | -8%[38.3 µM] | 0%[46.1 µM] | 9% | 10% | 1%
O=C(/C=C/c1ccc(Cl)cc1)Nc1ccccc1N1CCOCC1 | -1.3% | 0% | 0% | 6% | 7% | -2% | -4%
CCCCN(C(=O)CSc1nnc(-c2ccc(OC)cc2)n1C(C)C)c1c(N)n(Cc2ccccc2)c(=O)[nH]c1=O | -3.2% | 1% | -2% | 27% | 15% | -1% | -9%
FC(F)(F)c1cnc(C(c2ccccc2)c2ncn[nH]2)c(Cl)c1 (configuration not stated) | 1.1% | -1% | 6% | 5% | 2% | 12% | 21%[46 µM]
Cc1ccc(OCC(=O)N2CCN(C(=O)c3ccc([N+](=O)[O-])cc3)CC2)cc1 | -0.1% | 0% | 7% | -9% | -4% | 11%[9.22 µM] | x
Cc1ccc(NC(=O)/C=C/c2cccc(C(F)(F)F)c2)cc1 | -0.9% | x | x | -3%[46.1 µM] | 7% | u | -9%

Three entries out of the list, arranged by molecular weight, descending:
SMILES | Epigenetic reg | Luc counter | IMPase Li inh | NPSR antagonist | CBFb RUNX1 block | HttQ103 aggreg | LMNA splice mod
O=C(CCN1C(=O)c2ccccc2C1=O)C1=NN[C@@H]2C(=O)N(c3ccc4c(c3)OCCO4)C(=O)[C@H]12 | 0.0% | x | x | 3% | 4% | 18%[9.22 µM] | x
Cc1ccc(OCC(=O)N2CCN(C(=O)c3ccc([N+](=O)[O-])cc3)CC2)cc1 | -0.1% | 0% | 7% | -9% | -4% | 11%[9.22 µM] | x
FC(F)(F)c1cnc(C(c2ccccc2)c2ncn[nH]2)c(Cl)c1 (configuration not stated) | 1.1% | -1% | 6% | 5% | 2% | 12% | 21%[46 µM]

The results go on.
SMILES | Epigenetic reg | Luc counter | IMPase Li inh | NPSR antagonist | CBFb RUNX1 block | HttQ103 aggreg | LMNA splice mod
NS(=O)(=O)c1ccc(Nc2ncccc2[N+](=O)[O-])cc1 | 0.0% | -3% | 6%[38.3 µM] | -7%[46.1 µM] | -6% | -3% | -13%
CCCS(=O)(=O)c1c(S(=O)(=O)CCC)c2c(C)cccn2c1C(=O)N/N=C/c1cc(O)cc(O)c1 | -0.1% | x | -2% | 19% | -15% | -17%[9.22 µM] | x
COc1ccc(C2C(C#N)=C(N)Oc3n[nH]c(C)c32)cc1Cn1nnc2ccccc21 (configuration not stated) | -4.5% | 13% | 0%[38.3 µM] | -13%[46.1 µM] | -11% | 7% | u
CCCCC(=O)Nc1ccc(NC(=O)c2ccc3c(c2)OCO3)cc1OC | 0.1% | -4% | 9%[38.3 µM] | -5%[46.1 µM] | 6% | 14% | 1%
CCSC1=N/C(=C\c2ccccc2)C(=O)N1 | -0.9% | 2% | 6% | -7% | 3% | 22% | 5%
CC(C)Oc1ccc(C(CC(=O)O)NC(=O)CSc2ncn[nH]2)cc1 (configuration not stated) | -1.3% | 0% | -9%[38.3 µM] | -1%[46.1 µM] | 1% | 6% | 12%
CCN1CCN(C(=O)Cn2ncc3c2-c2ccccc2OC3)CC1 | 1.0% | 1% | 8%[38.3 µM] | 0%[46.1 µM] | -3% | 2% | -7%
O=c1[nH]c(CSc2nnc(COc3ccccc3)n2-c2ccccc2)nc2ccccc12 | 0.0% | -2% | 26%[38.3 µM] | -24%[46.1 µM] | 0% | u | u
O=C(Nc1ccc(-c2nnn(CC(=O)N3CCN(C(=O)c4ccco4)CC3)n2)cc1)c1ccc(F)cc1 | -1.1% | 2% | -2% | -22% | -5% | 12% | -11%[9.22 µM]
CCOC(=O)c1cnn(-c2ccc(C)cc2)c1N | 1.8% | 0% | 16%[38.3 µM] | -3%[46.1 µM] | 4% | 5%[9.22 µM] | -3%

These rows are one share of the data. The share of hits here may be higher or lower than overall.
